IDH1 R132H inh – IDH1 R132H (human) inhibition; O75874; IDH1 R132H reductase, diaphorase/resazurin fluorescence, 60 min; inhibition, % at 10 µM; hit rate 0.18% among 70,000; AID 624101; in the data active = inhibition above about 34%; inconclusive = no clear call, values can overlap the other calls; inactive = below about 11%;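 note: 0% = DMSO and 100% = no enzyme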
Target sequence (O75874 whole entry R132H): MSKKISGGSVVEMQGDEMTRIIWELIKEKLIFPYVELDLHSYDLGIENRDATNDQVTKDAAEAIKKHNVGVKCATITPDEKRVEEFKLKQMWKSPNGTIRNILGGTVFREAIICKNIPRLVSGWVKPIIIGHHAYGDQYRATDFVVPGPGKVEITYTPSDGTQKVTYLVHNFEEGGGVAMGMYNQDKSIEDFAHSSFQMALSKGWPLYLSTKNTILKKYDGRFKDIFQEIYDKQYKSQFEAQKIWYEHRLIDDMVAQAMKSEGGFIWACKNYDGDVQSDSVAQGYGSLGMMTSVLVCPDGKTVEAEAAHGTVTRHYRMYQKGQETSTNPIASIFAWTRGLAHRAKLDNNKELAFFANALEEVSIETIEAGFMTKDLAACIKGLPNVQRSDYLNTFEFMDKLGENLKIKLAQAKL
PRC2 inh – blocks human EZH2/PRC2 H3K27 methylation. Q15910. DELFIA TRF, 1 h. inhibition, % at 12.5 µM. hit rate 0.35% among 57,000. AID 651548;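 active = mean inhibition of replicates at least 50% and every single replicate also reaching 50%; inconclusive = mean inhibition at least 50% but some replicate falls below 50%; inactive = mean inhibition under 50%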;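 note: dimethyl H3K27 on biotinylated H3 21-44 peptide detected by antibody; plate controls were median neutral control wells for no effect and median positive control wells for full effect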
Numbers without * were called inactive; u = inconclusive; x = not tested or not shown.

smiles	IDH1 R132H inh	PRC2 inh
C[C@@H]1CN([C@H](C)CO)S(=O)(=O)c2ccc(-c3ccccc3)cc2O[C@H]1CN(C)C(=O)C1CCC1	x	-4.4
Cc1noc(C)c1S(=O)(=O)Nc1ccc2c(c1)CC(=O)N([C@@H](C)CO)C[C@H](C)[C@@H](CN(C)CC1CC1)O2	1.3	x
CCCN(C)C[C@@H]1OCc2cnnn2CCCC(=O)N([C@@H](C)CO)C[C@H]1C	0.2	7.2
C[C@@H]1CN([C@@H](C)CO)C(=O)c2cccc(NC(=O)Nc3ccc(C(F)(F)F)cc3)c2O[C@@H]1CN(C)Cc1ccc2c(c1)OCO2	0.2	x
O=C(CSc1nnc(-c2cccs2)n1-c1ccccc1)N1CCCc2ccccc21	-0.3	7.4
C[C@H](CO)N1C[C@H](C)[C@@H](CN(C)S(C)(=O)=O)Oc2ccc(NC(=O)Nc3ccccc3)cc2C1=O	x	-0.3
COc1ccccc1CNC(=O)C[C@@H]1C[C@H]2c3cc(NS(C)(=O)=O)ccc3O[C@H]2[C@@H](CO)O1	0.2	-8.8
CC(=O)Oc1cc2c(C(=O)N3CCCC3)c(C)oc2c2ccccc12	-1.0	u
Cc1ccc(S(=O)(=O)N[C@H]2CC[C@@H](CCn3cc(-c4cccnc4)nn3)O[C@H]2CO)cc1	0.1	10.2
COCC#Cc1ccc2c(c1)O[C@H](CN(C)S(=O)(=O)c1ccc(C)cc1)[C@H](C)CN([C@@H](C)CO)S2(=O)=O	-0.4	x
C[C@H]1CN([C@@H](C)CO)C(=O)c2cc(NC(=O)Nc3ccc4c(c3)OCO4)ccc2O[C@H]1CN(C)Cc1ccncc1	-2.9	-1.9
COc1ccc(S(=O)(=O)Nc2ccc3c(c2)C(=O)N([C@@H](C)CO)C[C@H](C)[C@@H](CN(C)S(=O)(=O)c2ccc(Cl)cc2)OCCCC[C@@H](C)O3)cc1	-0.5	x
CC(C)=CCc1cc(O[C@@H]2O[C@H](CO)[C@@H](O)[C@H](O)[C@H]2O)cc(CC=C(C)C)c1C(O)C(=O)O (stereo partly drawn)	x	99.5*
Cc1ccccc1-c1cnc2c(c1)C(=O)N([C@@H](C)CO)C[C@H](C)[C@H](CN(C)Cc1ccncc1)O2	0.4	x
COc1cccc(S(=O)(=O)N[C@H]2CC[C@@H](CCn3cc(-c4ccc(F)cc4)nn3)O[C@H]2CO)c1	-0.2	0.9
C[C@@H]1CN([C@@H](C)CO)C(=O)c2cccc(NS(=O)(=O)c3cn(C)cn3)c2O[C@H]1CN(C)Cc1ccc(-c2ccccc2)cc1	x	0.1
COc1ccc(S(=O)(=O)Nc2ccc3c(c2)CC(=O)N([C@@H](C)CO)C[C@H](C)[C@H](CN(C)Cc2ccc(Cl)c(Cl)c2)O3)cc1	0.4	x
NC(=S)Cc1c(Cl)sc2ccc(Cl)cc12	0.2	0.6
C[C@@H]1CN([C@@H](C)CO)C(=O)Cc2cc(NC(=O)NC3CCCCC3)ccc2O[C@H]1CN(C)C(=O)Nc1ccc(C(F)(F)F)cc1	-3.4	x
Cc1ccc(NC(=O)CSc2nc(C)cc(-c3ccccc3)n2)cc1	-0.8	20.9
COc1ccc(NC(=O)N(C)C[C@H]2Oc3ccc(NC(=O)NC4CCCCC4)cc3CC(=O)N([C@@H](C)CO)C[C@H]2C)cc1	x	1.1
O=C(CSc1nnc(-c2ccncc2)n1-c1ccccc1)c1ccc(Br)cc1	0.7	-8.4
Cc1sc2ncnc(SCC(=O)Nc3cc(C(F)(F)F)ccc3Cl)c2c1C	0.3	x
CCc1ccccc1NC(=O)CSc1nnc(-c2cc3ccccc3cc2O)n1C	-0.1	9.6
Cc1nc2cc(NC(=O)NCc3ccco3)ccc2n1C	-0.6	3.0
C[C@@H]1CCCCO[C@H](CN(C)Cc2ccc(Cl)c(Cl)c2)[C@@H](C)CN([C@H](C)CO)C(=O)c2cc(NC(=O)Nc3ccccc3)ccc2O1	-1.2	x
C=CC[C@]1(C(=O)OC)N=C(c2ccc(OCCCO)cc2)O[C@H]1c1ccccc1CN=[N+]=[N-]	x	15.3
COc1ccc(C#Cc2ccc3c(c2)O[C@@H](CN(C)S(=O)(=O)c2ccccc2F)[C@H](C)CN([C@@H](C)CO)S3(=O)=O)cc1	0.4	-12.0
O=C(c1ccc2nsnc2c1)N(Cc1ccccn1)Cc1ccccn1	-0.4	-1.7
Cc1ccc(S(=O)(=O)Nc2ccc3c(c2)C(=O)N([C@@H](C)CO)C[C@H](C)[C@H](CN(C)C(=O)Nc2ccc(C(F)(F)F)cc2)OCCCC[C@H](C)O3)cc1	-13.3	x
C[C@@H]1CN([C@@H](C)CO)C(=O)CCCn2cc(nn2)CO[C@H]1CN(C)C(=O)CCCN(C)C	0.1	x
O=C(CSc1nnc(-c2ccc(Br)cc2)o1)Nc1cccc(C(=O)O)c1	-0.8	-10.2
CCCC#Cc1ccc2c(c1)O[C@H](CN(C)C(=O)C1CC1)[C@H](C)CN([C@@H](C)CO)S2(=O)=O	x	-4.0
C[C@H]1CN([C@@H](C)CO)C(=O)c2cc(NC(=O)Nc3ccc4c(c3)OCO4)ccc2O[C@@H]1CN(C)Cc1ccc(Oc2ccccc2)cc1	0.3	x
CN(C)CC(=O)N[C@H]1CC[C@@H](CCn2cc(CN(C)C)nn2)O[C@@H]1CO	-0.1	-0.2
C[C@@H]1CN([C@H](C)CO)C(=O)Cc2cc(NS(=O)(=O)c3cccs3)ccc2O[C@@H]1CN(C)C(=O)Nc1cccc2ccccc12	2.4	x
O=C(NCC[C@H]1CC[C@H](NC(=O)c2cnccn2)[C@@H](CO)O1)c1ccc2c(c1)OCO2	0.2	12.6
C[C@@H]1CCCCO[C@H](CN(C)C(=O)c2ccncc2)[C@H](C)CN([C@H](C)CO)C(=O)c2cc(NC(=O)C3CCCCC3)ccc2O1	1.9	2.1
CCC(=O)N[C@H]1CC[C@@H](CC(=O)NCc2cc(F)cc(F)c2)O[C@@H]1CO	-0.3	10.3
C[C@H](CO)N1C[C@H](C)[C@H](CN(C)C(=O)Nc2cccc3ccccc23)OCCCC[C@H](C)Oc2ccc(NC(=O)Nc3ccc4c(c3)OCO4)cc2C1=O	-5.4	x

Retrieved by compound from above (4):
smiles	IDH1 R132H inh	PRC2 inh
C[C@H]1CN([C@@H](C)CO)C(=O)c2cc(NC(=O)Nc3ccc4c(c3)OCO4)ccc2O[C@@H]1CN(C)Cc1ccc(Oc2ccccc2)cc1	0.3	x
CCCC#Cc1ccc2c(c1)O[C@H](CN(C)C(=O)C1CC1)[C@H](C)CN([C@@H](C)CO)S2(=O)=O	x	-4.0
C[C@@H]1CN([C@H](C)CO)C(=O)Cc2cc(NS(=O)(=O)c3cccs3)ccc2O[C@@H]1CN(C)C(=O)Nc1cccc2ccccc12	2.4	x
C[C@@H]1CCCCO[C@H](CN(C)C(=O)c2ccncc2)[C@H](C)CN([C@H](C)CO)C(=O)c2cc(NC(=O)C3CCCCC3)ccc2O1	1.9	2.1

Next compounds:
smiles	IDH1 R132H inh	PRC2 inh
O=C(C[C@@H]1C=C[C@@H](NC(=O)CN2CCOCC2)[C@@H](CO)O1)NCc1cccc(F)c1	0.1	7.5
CO[C@@H]1CN(C)C(=O)c2ccc(NC(=O)C3CCOCC3)cc2OC[C@H](C)N(Cc2nccs2)C[C@H]1C	0.2	2.7
Cc1cc(C(=O)O)ccc1NC(=O)CNC(=O)C1CCCCC1	-0.2	x
O=C(NCC[C@H]1CC[C@@H](NC(=O)C2CC2)[C@@H](CO)O1)c1cc(Cl)cc(Cl)c1	0.2	4.7
CC(C)NCC(O)c1ccc(NS(C)(=O)=O)cc1 (stereo not drawn)	-0.2	x
Cc1ccc(S(=O)(=O)Nc2ccc3c(c2)C(=O)N([C@@H](C)CO)C[C@H](C)[C@H](CN(C)C(=O)Nc2c(C)noc2C)OCCCC[C@@H](C)O3)cc1	-0.1	x
CC(C)NC(=O)Nc1ccc2c(c1)C(=O)N([C@@H](C)CO)C[C@H](C)[C@@H](CN(C)C(=O)CCC(F)(F)F)OCCCC[C@H](C)O2	x	-8.1
O=C(NCC[C@H]1CC[C@@H](NC(=O)Nc2cc(F)ccc2F)[C@@H](CO)O1)Nc1ccc(F)cc1	0.0	0.0

Going on with the list.
Each structure is followed by: IDH1 R132H inh	PRC2 inh
C[C@@H]1CN([C@H](C)CO)C(=O)c2cc(-c3cccc(F)c3)cnc2O[C@H]1CN(C)C(=O)C1CCCCC1
→ -3.8	5.8
O=C(Nc1cc(Cl)cc(Cl)c1)N[C@H]1CC[C@@H](CCNS(=O)(=O)c2cccc(F)c2)O[C@@H]1CO
→ 0.0	11.5
C[C@@H]1CN([C@H](C)CO)C(=O)c2cccc(NC(=O)Nc3ccc4c(c3)OCO4)c2O[C@@H]1CN(C)CC1CCCCC1
→ 1.6	2.0
O=C(Nc1ccc(Cl)c(Cl)c1)N[C@@H]1CC[C@@H](CCn2cc(C3CCCCC3)nn2)O[C@H]1CO
→ -0.5	11.7
C[C@@H]1CN([C@H](C)CO)C(=O)Cc2cc(NC(=O)NC3CCCCC3)ccc2O[C@@H]1CN(C)Cc1ccc(C(F)(F)F)cc1
→ 1.7	x
C[C@@H]1CN([C@H](C)CO)C(=O)c2cc(NS(=O)(=O)c3cn(C)cn3)ccc2O[C@@H]1CN(C)C(=O)Nc1ccc2c(c1)OCO2
→ -0.1	x
C[C@H]1CN([C@@H](C)CO)S(=O)(=O)c2ccc(C#CC(C)(C)O)cc2O[C@H]1CN(C)Cc1ccc(-c2ccccc2)cc1
→ x	24.6
C[C@@H]1CCCCO[C@@H](CN(C)S(=O)(=O)c2ccccc2)[C@H](C)CN([C@H](C)CO)C(=O)c2cc(N(C)C)ccc2O1
→ 0.7	-18.7
C/C=C/c1ccc2c(c1)O[C@@H](CN(C)C(=O)Cc1ccccc1)[C@@H](C)CN([C@@H](C)CO)S2(=O)=O
→ -1.6	2.0
O=C(Nc1ccc2c(c1)[C@H]1C[C@@H](CC(=O)N3CCOCC3)O[C@@H](CO)[C@H]1O2)NC1CCCC1
→ -0.3	10.6
C[C@@H]1CCCCO[C@H](CN(C)C(=O)Nc2ccc(F)cc2)[C@@H](C)CN([C@H](C)CO)C(=O)c2cc(NS(=O)(=O)c3ccccc3)ccc2O1
→ 0.9	x
COC(=O)c1ccc(NC(=O)CSc2nnc(-c3ccccc3)n2-c2ccccc2)cc1
→ -0.1	-21.2
O=C(C[C@@H]1C=C[C@@H](NC(=O)Nc2ccccc2F)[C@@H](CO)O1)NCc1ccc(F)cc1
→ 0.0	8.1
COc1ccc(-c2cnc3c(c2)C(=O)N([C@H](C)CO)C[C@H](C)[C@@H](CN(C)Cc2cccnc2)O3)cc1
→ 1.1	-4.5
C[C@H]1CCCCO[C@H](CN(C)C(=O)c2ccncc2)[C@@H](C)CN([C@@H](C)CO)C(=O)c2cc(NC(=O)CCC(F)(F)F)ccc2O1
→ 0.2	x
C[C@@H]1CN([C@H](C)CO)C(=O)c2cc(C#CC3CCCCC3)cnc2O[C@@H]1CN(C)C
→ 0.5	-15.7
COc1ccc(NC(=O)Cn2cnc3sc4c(c3c2=O)CCC(C)C4)c([N+](=O)[O-])c1 (stereo not drawn)
→ -0.2	0.3
Cc1noc(C)c1NC(=O)Nc1ccc2c(c1)C(=O)N([C@H](C)CO)C[C@H](C)[C@H](CN(C)CC1CC1)OCCCC[C@H](C)O2
→ 2.7	x
CO[C@@H]1CN(C)C(=O)c2cc(NC(=O)NC(C)C)ccc2OC[C@H](C)N(Cc2ccc(-c3ccccn3)cc2)C[C@H]1C
→ -0.2	-11.9
COc1ccccc1-c1cnc2c(c1)C(=O)N([C@@H](C)CO)C[C@@H](C)[C@H](CN(C)Cc1cccnc1)O2
→ -1.5	-5.0
CCOc1ccccc1NC(=O)CSc1nc(N)cc(=O)[nH]1
→ 0.3	-0.7
CCCC#Cc1ccc2c(c1)O[C@H](CN(C)C(=O)c1ccncc1)[C@@H](C)CN([C@@H](C)CO)S2(=O)=O
→ 6.7	10.6
Cc1noc(C)c1NC(=O)Nc1ccc2c(c1)CC(=O)N([C@@H](C)CO)C[C@H](C)[C@@H](CN(C)S(=O)(=O)c1c(C)noc1C)O2
→ -0.2	x
C[C@@H]1CN([C@@H](C)CO)C(=O)c2cc(NC(=O)CCCCCC(=O)Nc3ccccc3N)ccc2O[C@H]1CN(C)C
→ x	29.9
CO[C@H]1CN(C)C(=O)c2cc(NC(=O)Nc3c(C)noc3C)ccc2OC[C@H](C)NC[C@H]1C
→ 0.4	3.8
COCC#Cc1cnc2c(c1)C(=O)N([C@H](C)CO)C[C@H](C)[C@@H](CN(C)C(=O)C1CCOCC1)O2
→ -7.4	6.6
CO[C@H]1CN(C)C(=O)c2ccc(NC(=O)C3CC3)cc2OC[C@H](C)N(C(=O)c2cnccn2)C[C@@H]1C
→ 0.5	10.2
Cc1nnc(SCC(=O)Nc2ccc(I)cc2C)s1
→ 0.1	5.8
COc1ccc(NC(=O)Nc2ccc3c(c2)C(=O)N([C@H](C)CO)C[C@@H](C)[C@H](CN(C)Cc2ccc(C(=O)O)cc2)O3)cc1
→ 1.6	x
CO[C@@H]1CN(C)C(=O)c2cc(NC(=O)Nc3cccc(F)c3)ccc2OC[C@H](C)N(C)C[C@@H]1C
→ -0.1	-1.0
C[C@H]1CN([C@@H](C)CO)C(=O)c2cc(NS(=O)(=O)c3ccc(Cl)cc3)ccc2O[C@H]1CN(C)C(=O)Nc1ccc(C(F)(F)F)cc1
→ -1.9	x
C[C@@H]1CCCCO[C@@H](CN(C)Cc2ccncc2)[C@@H](C)CN([C@H](C)CO)C(=O)c2cc(NS(=O)(=O)c3cccs3)ccc2O1
→ 11.9	x
CC(C)NC(=O)N[C@H]1CC[C@H](CCNS(=O)(=O)c2ccc(Cl)cc2)O[C@H]1CO
→ 0.1	-7.4

Bioassay records deposited in PubChem BioAssay by Broad Institute.

A portion of the library; rates above refer to the full screens.
